Polio RdRp inh: poliovirus RdRp elongation inhibitors, primary screen, biochemical, fluorescence polarization, total intensity; Genome polyprotein (Poliovirus type 1 (strain Mahoney)), P03300; poliovirus polymerase elongation; stronger effect = lower value; % elongation, % (compound at 16.7 µg/mL); 150,000 compounds, 0.66% hits; in the data active = % elongation below about 90%; note: some results filed as inactive read as strong as hits
Target sequence (P03300 1749-2209 limits assumed): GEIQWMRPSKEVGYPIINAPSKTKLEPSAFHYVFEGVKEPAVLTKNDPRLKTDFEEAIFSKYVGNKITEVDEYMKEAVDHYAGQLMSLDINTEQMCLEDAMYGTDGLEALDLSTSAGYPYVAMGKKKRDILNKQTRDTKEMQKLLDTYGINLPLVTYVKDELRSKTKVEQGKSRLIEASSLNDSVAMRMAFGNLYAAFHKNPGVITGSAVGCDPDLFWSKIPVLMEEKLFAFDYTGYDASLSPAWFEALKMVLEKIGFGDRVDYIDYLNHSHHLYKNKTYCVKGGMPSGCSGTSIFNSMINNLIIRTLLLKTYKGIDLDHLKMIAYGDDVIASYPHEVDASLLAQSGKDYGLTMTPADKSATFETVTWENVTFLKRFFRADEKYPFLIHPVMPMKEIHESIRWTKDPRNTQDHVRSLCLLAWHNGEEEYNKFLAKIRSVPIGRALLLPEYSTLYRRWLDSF
Polio RdRp inh FP z-score: recorded beside Polio RdRp inh, whose call it bears; z-score; measured here: FP z-score; hits read low
* marks the source's active call; other numbers are inactive results. An excerpt; rates above refer to the full screens.

Below each SMILES: Polio RdRp inh, Polio RdRp inh FP z-score
> Cc1n[nH]c(=S)n(/N=C/C=C/c2ccccc2)c1=O
  98, -1
> C/C(=N\N=C(N)N)c1ccc(Cl)cc1
  95, -0.7
> CN(CC(=O)NCc1ccc(Cl)cc1)S(=O)(=O)c1ccc2c(c1)c(=O)n(C)c(=O)n2C
  106, 0.3
> NC(=O)COc1ccc(C=C2C(=O)c3ccccc3C2=O)cc1
  101, 0
> COc1cccc(NC(=O)CN2C(=O)COc3ccc(S(=O)(=O)N4CCOCC4)cc32)c1
  106, -1
> O=C(O)CC(C(=O)O)c1cn(Cc2ccccc2)c2ccccc12 (stereo not given)
  100, -0.9
> CN(C)c1nc(Cl)nc(N(C#N)CN2C(=O)c3ccccc3C2=O)n1
  102, -0.1
> Cc1ccc(Cl)cc1NCc1nnc2n1CCCCC2
  113, 1.4
> N#C/C(=C\c1cn(CCC(N)=O)c2ccccc12)Sc1nc2ccccc2s1
  100, -0.2
> COC(CNC(=O)c1cc(S(=O)(=O)N2CC(C)CC(C)C2)ccc1F)OC (stereo not given)
  104, 0.8
> COc1ccccc1-c1noc(-c2ccc(N3CCC(C)CC3)c([N+](=O)[O-])c2)n1
  104, -0.7
> CN(C)C=NC(=O)c1cc2c(n(-c3ccccc3)c1=O)CC(C)(C)CC2=O
  102, -0.2
> CCOC(=O)c1ccc(N2C(=O)c3[nH]nc(-c4ccccc4)c3C2c2ccc(CC)cc2)cc1 (stereo not given)
  114, 1.8
> O=C(c1ccc2nc(/C=C(\O)c3ccc(Cl)cc3)c(=O)[nH]c2c1)N1CCOCC1
  96, -0.6
> O=C(COC(=O)Cn1cnc2ccccc21)NCC1CCCO1 (stereo not given)
  92, -1.6
> CCSCC(=O)N1CCN(c2nnc(-c3ccccc3)c3ccccc23)CC1
  100, -0.4
> CCc1ccc(C2C(C#N)=C(N)Oc3cc4c(cc32)OCO4)cc1 (stereo not given)
  103, 0.5
> COc1ccccc1-c1c(C)nn2c(NCC(OC)OC)cc(C)nc12
  103, 0.5
> COC(=O)C1C(C)=CC(=O)CC1CC(C)C (stereo not given)
  100, -0.2
> COc1ccc(-c2noc(CSc3nnc(C)n3-c3ccc(Cl)cc3)n2)cc1
  104, 0.4

Profiles, quoted from the list. Order of screens: Polio RdRp inh | Polio RdRp inh FP z-score
`COC(=O)C1C(C)=CC(=O)CC1CC(C)C` (stereo not given) reads 100 | -0.2
`Cc1ccc(Cl)cc1NCc1nnc2n1CCCCC2` reads 113 | 1.4
`CCSCC(=O)N1CCN(c2nnc(-c3ccccc3)c3ccccc23)CC1` reads 100 | -0.4
`O=C(c1ccc2nc(/C=C(\O)c3ccc(Cl)cc3)c(=O)[nH]c2c1)N1CCOCC1` reads 96 | -0.6

(listing goes on)
Below each SMILES: Polio RdRp inh, Polio RdRp inh FP z-score
> CCOc1ccc(C(=O)c2cn(CC(=O)Nc3ccc(Cl)cc3)c3cc4c(cc3c2=O)OCCO4)cc1
  107, -0.1
> COc1cc2c(C(=O)N3CCN(c4cccc(Cl)c4)CC3)cn(C)c(=O)c2cc1OC
  106, 0.2
> CC(=O)Nc1ccc(Br)c(C(F)(F)F)c1
  107, 0.3
> COC(=O)c1ccc(Cl)cc1NC(=O)N1CCC(CN2CCCC2)CC1
  113, 0.5
> CCOc1cccc(C2c3[nH]c4ccccc4c3CCN2C(=O)CSc2ccccc2)c1 (stereo not given)
  113, 1.4
> N#CCCN(Cc1ccccc1)C(=O)Nc1ccc2c(c1)CCO2
  99, -0.8
> O=C(c1ccncc1)c1nccn1-c1ccccn1
  107, 0.8
> O=C(O)CNC(=O)/C=C/c1cccc(C(F)(F)F)c1
  100, -0.7
> Cc1cccc(NC(=O)CC23CC4CC(C2)CC(n2nnc(C)n2)(C4)C3)c1
  99, -0.2
> COc1nc(N(C)C)nc(N(CN2C(=O)c3ccccc3C2=O)S(=O)(=O)c2ccc(C)cc2)n1
  103, 0.2
> O=C1C2C3C=CC(C3)C2C(=O)N1c1ccncc1 (stereo not given)
  102, 0.2
> COC(=O)c1ccccc1NC(=O)c1ccc(COc2ccccc2Cl)o1
  104, -0.3
> CC(=O)Nc1ccc(SC(C)c2nc3ccccc3c(=O)[nH]2)cc1 (stereo not given)
  107, 0.6
> COC(=O)c1sc2cc(OC)ccc2c1Cl
  101, 0.4
> COC(=O)c1ccc(-c2ccco2)n1CC(=O)N1CCC(Cc2ccccc2)CC1
  101, -0.5
> O=C(NCCc1ccccc1)C1CC(=O)N(C2CCCC2)C1 (stereo not given)
  104, 1.2
> COc1ccccc1N=Nc1[nH]c2ccc(C)cc2c1O
  101, 0.2
> Cn1c(SCc2ccccc2)nc2ccccc21
  103, 0.1
> COc1ccc(-n2c(O)c(C=NCC(C)(C)N3CCOCC3)c3ccccc3c2=O)cc1OC
  98, -0.5
> COC(=O)c1cccnc1-n1c(=O)c2cccnc2n(CC(=O)Nc2ccc(C)cc2C)c1=O
  104, -0.2
> CC(C)c1ccc(NC(=O)CCS(=O)(=O)c2ccc3c(c2)CC(=O)N3C)cc1
  111, 0.3
> Cc1ccccc1C(=O)Nc1ccc(-c2ccc3nncn3n2)cc1
  103, 0.4
> O=C(Nc1ccc(Cl)cc1)c1cnn2c1NC(c1ccccc1)=CC2c1ccccc1 (stereo not given)
  107, 0.1
> O=C(Nc1ccccc1C(F)(F)F)c1cccs1
  107, 0.3
> COc1ccc(C(=O)Nc2ccc(N3CCCCC3)cc2)cc1
  103, 0
> O=C(CNc1ccccc1)Nc1ccccc1
  105, 0.7
> CCCn1c2ccccc2c2cnn(CC(=O)NCCCN3CCCCC3CC)c(=O)c21 (stereo not given)
  96, -2.2
> Cc1cc(NC(=O)COC(=O)c2ccccn2)ccc1Cl
  103, -0.1
> Cc1ccc(C)c(N2CCN(C3CCCCCCC3)CC2)c1
  99, -0.7
> CSc1cc(-c2ccc(F)cc2)nn1S(=O)(=O)c1ccc(C)cc1
  105, 0.3
> CC(C)Cn1ncc(=O)n(CC(C)C)c1=O
  97, -0.6
> O=C(CC1(O)C(=O)N(CCc2ccccc2)c2ccc(Br)cc21)c1ccco1 (stereo not given)
  99, -0.4
> Nc1cc(C(F)(F)F)ccc1NCc1ccccc1
  104, 0.4
> CCN=C1S/C(=C/c2cn(CC(=O)Nc3ccccc3)c3ccccc23)C(=O)N1CC
  98, -0.4
> COc1ccccc1CNC(=O)c1c[nH]c2ccc(S(=O)(=O)Nc3cc(C)cc(C)c3)cc2c1=O
  99, -1.1
> [O-][N+]12CC[N+]([O-])(CC1)c1ccccc12
  100, -0.1
> CC1(CCc2ccccc2)NC(=O)N(NC(=O)COc2ccc(C#N)cc2)C1=O (stereo not given)
  102, -0.1
> COc1cccc(NC(=O)C2CCCN(S(=O)(=O)c3ccc4[nH]c(=O)ccc4c3)C2)c1 (stereo not given)
  103, 0.1
> CN(Cc1ccccc1)C(=O)c1noc2c1COc1ccccc1-2
  105, 0.7
> Cc1cc2nnc(C(=O)/C=C/N(C)C)c(C)n2n1
  97, -1.6
> COC(=O)N/N=C/C1CCCCC1
  101, -0.4
> O=C(O)C1Nc2c(I)cccc2C2C=CCC12 (stereo not given)
  93, -2.2
> NC(=O)Cn1cnc2c(nnn2-c2ccc(OC(F)(F)F)cc2)c1=O
  101, -0.1
> CCCc1nc2ccccc2c(N)c1CC
  101, -0.3
> CC(Sc1cccc[n+]1[O-])C(=O)Nc1cccc(Cl)c1 (stereo not given)
  99, -0.8
> Cc1cccc(NC(=O)c2nnn(-c3cccc(C(F)(F)F)c3)c2N)c1
  101, -0.2
> CCCc1nn2c(=O)cc(COC(=O)c3ccc4c(c3)OCO4)nc2s1
  103, -0.7
> c1csc(N2CCCC2)n1
  93, -0.9
> CCc1ccc(NC(=O)NCCc2c(C)nn(C)c2C)cc1
  113, 1.3
> O=C(NCc1ccco1)c1ccccc1OC(F)F
  104, 0.4

More records follow.
Below each SMILES: Polio RdRp inh, Polio RdRp inh FP z-score
> C/C=C/C(=O)Nc1nc2ccc(OC)cc2s1
  100, -0.5
> COc1cccc(C(=O)Nc2nc3nc(C)c(C)c(=O)n3[nH]2)c1
  99, -1.8
> COc1cccc(NC(=O)N2CCN3CCCCC3C2)c1 (stereo not given)
  101, -0.2
> O=C(CCCn1ccc2cc(S(=O)(=O)N3CCCC3)ccc21)NCc1ccc(Cl)cc1
  110, 0.4
> c1ccc(-c2csc(Nc3nc(NCc4ccco4)nc(N4CCCCC4)n3)n2)cc1
  101, -0.2
> O=C(CN1C(=O)c2ccccc2C1=O)OC(C(=O)NC1CCCC1)c1ccncc1 (stereo not given)
  107, 1.7
> Cc1ccc(-c2nn(CC(=O)NC3CCCC3)c3c2cnc2ccc(F)cc23)cc1C
  106, -0.1
> Cc1ccc(C)c(N2CCN(S(=O)(=O)c3c(C(=O)N4CCC(C)CC4)c(C)n(C)c3C)CC2)c1
  112, 1.3
> O=C(Nc1ccc(-c2nc3ccccc3o2)c(O)c1)c1cc(Cl)ccc1Cl
  101, -0.3
> CC1=NN(C(=O)c2cccnc2)C(C)(O)C1 (stereo not given)
  102, 0.1
> Cc1cccc(-n2nc(C)c(C(=O)Nc3cc(C)ccc3C)c2-n2cccc2)c1
  103, -0.8
> CC(/C=N/n1c(COc2ccccc2)n[nH]c1=S)=C\c1ccco1
  97, -1.3
> CCN1C(=O)C(=Cc2ccc(N3CCOCC3)cc2OC)C(=O)N(CC)C1=S
  107, 0.5
> O=C1CC(=O)N(CCC2=CCCCC2)C(=O)N1
  99, -0.3
> Cc1cccc(NC2=C(n3nnc4ccccc43)C(=O)c3ccccc3C2=O)c1
  98, -0.8
> CN1CCC2(CC1)CC(=O)c1ccccc1O2
  101, -0.2
> CCOC(=O)C1CCN(S(=O)(=O)c2ccc(N3C(=O)CC4(CCCC4)C3=O)c(Cl)c2)CC1
  102, -0.5
> COCCn1c(C)cc(C2=NNC(=NCc3ccc(OC)cc3)SC2)c1C
  106, 0
> Cc1n[nH]c(C)c1-c1ccccc1O
  103, 0
> COc1ccc(Cc2nnc(C(=O)NCCCN3CCN(c4ccccc4F)CC3)o2)cc1OC
  98, -1.6
> Cc1nn(C)c(C)c1CN(C)C(=O)c1cnn2c1NC(c1ccccc1)CC2C(F)(F)F (stereo not given)
  105, 0.2
> CC(C)C12CN3CC(C(C)C)(CN(C1)C3c1ccc(OCc3ccccc3)cc1)C2=O (stereo not given)
  106, -0.2
> O=C1NC(=S)S/C1=C\c1ccc(-c2ccc(S(=O)(=O)N3CCOCC3)cc2)o1
  121, 1.3
> O=c1c2ccccc2nc(-c2ccccc2)n1/N=C/c1ccccc1O
  111, 1
> COc1ccc(CNC(=O)Cc2c(C)c3cc4c(C)coc4cc3oc2=O)cc1OC
  109, 0.1
> CCCNC(=O)Nc1cc(C)on1
  103, 0.1
> CCOc1ccccc1NC(=O)c1c(NCc2cccs2)sc2c1CCCCC2
  105, 0.1
> CN(C)c1cc(C(F)(F)F)nc2cc(C(C)(C)C)nn12
  106, 0.4
> CC1(c2ccccc2NC(=O)c2cccs2)CC1
  98, -0.8
> O=S(=O)(Cc1nc(COc2c(Cl)cccc2Cl)no1)c1ccc(Cl)cc1
  101, -0.2
> O=C(CSc1nnc2sc3ccccc3n12)N1CCCC1c1ccc2c(c1)OCCO2 (stereo not given)
  102, -0.1
> COC(=O)c1c(C)[nH]c(C)c1/C=N/OC(=O)c1cccs1
  101, 0
> S=c1[nH]nc(Cc2ccccc2)n1C1CCCCC1
  102, 0.2
> O=C(CSc1ccccc1)Nc1ccc2c(c1)OCO2
  100, -0.6
> CC(C)CCn1nnnc1CN1CCN(C(=O)c2ccco2)CC1
  103, 0.5
> CCCN(CCC)CCCNC(=O)Cn1cnc2sc(C)c(S(=O)(=O)N3CCCCC3)c2c1=O
  104, 0
> CC(=O)N1CCc2ccccc2C1
  103, -0.2
> CC(=C\c1ccccc1)/C=C1/SC(=O)N(C(C)C)C1=O
  98, -0.6
> Nc1ncc(Br)cc1S(=O)(=O)NCCc1ccccc1
  102, -0.4
> CCOC(=O)c1c(C)c(-c2ccccc2)n(CC(=O)NCCc2ccc(C)cc2)c1C
  104, -0.1
> CCOC(=O)c1c(NC(=O)c2cc(-c3cccc(Cl)c3)on2)sc(C)c1C
  96, -1.1
> COc1ccc(NC(=O)C2CCN(C(=O)c3cccc(OC)c3)CC2)cc1
  102, 0.1
> COc1ccc(CN(C)c2nn(C)c(=O)n(C)c2=O)cc1OC
  100, -0.4
> CC(=O)Nc1ccc2c(c1)ncn2C1CCCCC1
  98, -0.5
> O=C(COC(=O)/C=C/c1ccccc1)NC1CCS(=O)(=O)C1 (stereo not given)
  101, -0.3
> COc1ccc(N2CCN(S(=O)(=O)/C=C/c3ccccc3)CC2)cc1
  102, 0.4
> COc1ccc2[nH]c3c(c2c1)CCN=C3C
  100, 0.1
> CCc1ccc(NC(=O)c2cc3cc4ccc(C)cc4nc3o2)cc1
  102, -0.1
> O=C(C1CC1)N1CCN(CN2C(=O)NC(Cc3ccccc3)(Cc3ccccc3)C2=O)CC1
  99, -0.4
> C=CCc1ccccc1OCc1nc2ccccc2n1CC
  103, -0.7

Quoted at random: 3 records from the list
Below each SMILES: Polio RdRp inh, Polio RdRp inh FP z-score
> NC(=O)COc1ccc(C=C2C(=O)c3ccccc3C2=O)cc1
  101, 0
> O=C(CSc1nnc2sc3ccccc3n12)N1CCCC1c1ccc2c(c1)OCCO2 (stereo not given)
  102, -0.1
> O=C(O)C1Nc2c(I)cccc2C2C=CCC12 (stereo not given)
  93, -2.2

New compounds follow:
Below each SMILES: Polio RdRp inh, Polio RdRp inh FP z-score
> CCS(=O)(=O)c1nnnn1-c1ccccc1S(C)(=O)=O
  98, -0.6
> Cc1ccc(-n2c(=O)c3c(c4cc(C)ccc4n3C)n(CC(=O)N3CCCC3)c2=O)cc1
  103, -0.7
> Cc1ccc(S(=O)(=O)CC(=O)Nc2sc3c(c2C#N)CCCCC3)cc1
  101, -1.3
> O=C(c1ccc(COc2c(F)c(F)cc(F)c2F)o1)N1CCN(c2ccc(Cl)cc2)CC1
  102, 0.4
> COC(=O)N/N=C/c1ccc(C(C)C)cc1
  103, 0.1
